PP5 inh: blocks human protein phosphatase 5 activity; purified PP5c, OMFP substrate fluorescence; inhibition, % at 6.7 µM; actives 0.18% (n = 320,000); AID 1987;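 active = inhibition above the campaign's mean inhibition across all tested compounds plus 3 SD, cut at about 9.5% in these data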;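 note: 0% = DMSO only and 100% = 100 µM cantharidin control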
Target sequence (P53041 whole entry, looked up): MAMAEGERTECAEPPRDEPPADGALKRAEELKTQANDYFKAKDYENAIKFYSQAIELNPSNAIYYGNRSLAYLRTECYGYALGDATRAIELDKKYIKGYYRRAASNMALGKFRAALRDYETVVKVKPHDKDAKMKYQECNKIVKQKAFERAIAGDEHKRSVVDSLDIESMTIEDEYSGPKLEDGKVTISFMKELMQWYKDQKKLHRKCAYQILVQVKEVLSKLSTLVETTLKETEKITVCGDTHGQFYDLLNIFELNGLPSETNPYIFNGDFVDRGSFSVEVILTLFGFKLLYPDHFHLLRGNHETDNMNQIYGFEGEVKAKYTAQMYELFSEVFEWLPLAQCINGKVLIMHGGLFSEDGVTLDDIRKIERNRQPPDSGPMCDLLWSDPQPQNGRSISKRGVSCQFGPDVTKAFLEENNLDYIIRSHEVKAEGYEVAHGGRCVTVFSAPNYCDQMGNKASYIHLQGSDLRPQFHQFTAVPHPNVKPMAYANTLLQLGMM
Efflux pump mplx: blocks antifungal efflux pumps in multiplex yeast assay. S. cerevisiae Candida pump triplex, Nile Red efflux. inhibition, % at 10 µM. actives 0.44% (n = 330,000);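 active = plate passing quality check with inhibition over a set limit, or well fluorescence over plate mean plus 4 SD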;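 note: Nile Red retained in pooled yeast measured as flow cytometry median fluorescence; 0% = buffer negative control and 100% = Enniatin B positive control; higher means more Nile Red kept so more efflux inhibition; some compounds called inactive have numbers as strong as hits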
PREPL inh: inhibits the human prolyl oligopeptidase-like enzyme. actives 0.68% (n = 320,000). AID 2751. recombinant PREPL, fluorescence polarization activity-based probe. inhibition, % at 5.96 µM. Q4J6C6; in the data active = inhibition above about 43%;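 note: 0% = enzyme with DMSO and 100% = wells lacking enzyme; many of its hits are not listed in these tables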
PP1 counter: PP1-alpha (human) inhibition in PP5 counter-screen. actives 0.9% (n = 320,000). inhibition, % at 6.7 µM. purified PP1alpha, OMFP fluorescence. P62136;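 active = inhibition above the mean inhibition of all tested compounds plus 3 SD, computed separately for each screening campaign, cut at about 15% in these data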
LYPLA2 inh: counter-screen for PME1 inhibitors: inhibitors of human LYPLA2 | actives 0.38% (n = 320,000) | O95372 | AID 2177 | recombinant LYPLA2, FP-Rh probe fluorescence polarization | inhibition, % at 5.9 µM;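 active = inhibition above the screen-wide mean plus 3 SD, limit set per campaign, cut at about 26% in these data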;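 note: 0% = LYPLA2 with DMSO and 100% = wells lacking LYPLA2 enzyme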
TPT1 inh: inhibitors of Candida albicans tRNA 2'-phosphotransferase TPT1; recombinant caTPT1, FP RNA substrate dephosphorylation; inhibition, % at 5 µM; actives 0.81% (n = 300,000); AID 1962;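 active = inhibition above the mean of all tested compounds plus 3 SD, set per screening campaign, cut at about 24% in these data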;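 note: plate controls were DMSO alone for no effect and ferristatin control at 100 nM for full effect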
GASC-1 inh: human JMJD2C demethylase inhibition; GST-JMJD2C(1-420) H3K9me3 demethylation, DELFIA europium; inhibition, % at 2.35 µM; actives 0.069% (n = 330,000);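 active = more than half of a compound's replicate wells show inhibition beyond 50%, single wells judged on their own value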;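 note: signal counts dimethyl H3K9 product captured on neutravidin plate; 0% = median of DMSO wells and 100% = 0.3 times that DMSO median; strong numbers were not always called active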
Target sequence (Q9H3R0 1-420 limits assumed): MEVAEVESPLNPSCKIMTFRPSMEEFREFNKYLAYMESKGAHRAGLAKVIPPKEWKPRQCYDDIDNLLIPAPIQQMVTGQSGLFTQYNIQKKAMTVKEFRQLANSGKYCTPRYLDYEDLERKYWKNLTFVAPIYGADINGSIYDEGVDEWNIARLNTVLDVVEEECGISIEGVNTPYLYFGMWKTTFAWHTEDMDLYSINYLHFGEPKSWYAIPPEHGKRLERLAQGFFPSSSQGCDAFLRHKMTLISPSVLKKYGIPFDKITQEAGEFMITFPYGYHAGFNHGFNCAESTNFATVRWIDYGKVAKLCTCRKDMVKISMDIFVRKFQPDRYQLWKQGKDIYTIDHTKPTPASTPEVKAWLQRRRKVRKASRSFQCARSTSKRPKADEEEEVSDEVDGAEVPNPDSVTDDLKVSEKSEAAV
HCV core dimer: HCV core protein dimerization inhibition | inhibition, % at 5 µM | AID 1899 | actives 0.33% (n = 300,000) | TR-FRET GST/Flag-core106 dimerization, 1536-well;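 active = inhibition above the mean of all tested compounds plus 3 SD, set per screening campaign, cut at about 45% in these data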
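System: GST-tagged and Flag-tagged HCV core protein residues 1-106 / Input: core106 proteins, GST 13.5 nM and Flag 17 nM / Buffer or medium: KF-containing HEPES buffer, pH 7.45, DTT, CHAPS, BSA / Probe or stimulus: Eu-anti-GST and XL665-anti-Flag labelled anti-tag antibodies / Schedule: 4 h, 22.5 °C incubation / Technique: TR-FRET 671 and 617 nm emission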
Fh CTSL1 inh: blocks F. hepatica cathepsin L1 in PFM18AAP counter-screen; recombinant F. hepatica cathepsin L1, Z-Leu-Arg-MCA fluorescence; inhibition, % at 5.96 µM; actives 0.49% (n = 300,000); AID 1906;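 active = inhibition above the mean of all tested compounds plus 3 SD, set per screening campaign, cut at about 17% in these data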;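 note: 0% = plate median of test compound wells and 100% = 1 µM Z-Phe-Ala-diazomethylketone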
The depositor's hits bear a star; · = no result given; & = joins results of further samples. Some of the compounds tested; rates above refer to the full screens.

SMILES,PP5 inh,Efflux pump mplx,PREPL inh,PP1 counter,LYPLA2 inh,TPT1 inh,GASC-1 inh,HCV core dimer,Fh CTSL1 inh
O/N=C1\CCCc2ccc3ccccc3c21,3.1,0.3,11,1,-1,-2,-3,-9,3
CCOC(=O)[C@@H]1[C@H]2COc3ccccc3[C@H]2N2C(=O)N(c3ccc(F)cc3)C(=O)[C@]12C,2.7,-0.1,-87,3,4,-2,-2,-19,4
Cc1ccccc1OCC(=O)NNC(=O)C1CCCCC1C(=O)O (stereo not given),0.9,0.4,19,-1,-2,2,-9,0,-15
CCc1nc(NC(=O)NS(=O)(=O)c2ccccc2C(=O)OC)nc(OC)n1,-1.4,0.0,6,-4,4,2,-4,-1,-2
O=C(NCCO)c1cc2ccccc2cc1O,-3.3,-0.1,-28,-7,1,0,44&-4,0,0
CCOC(=O)c1ccc(NC(=O)CCSCCc2ccccn2)cc1,2.8,0.0,5,-3,5,-4,6,-3,0
CN(C)c1ccc(/C=N/N=C(N)N)cc1[N+](=O)[O-],3.4,-0.2,0,0,-3,-4,-25,-13,2
O=C1CC(c2ccc(F)cc2)Cc2nc(NCC3CCCO3)ncc21 (stereo not given),-1.6,0.0,25,-1,2,-2,10,-1,5
O=C(NC(=S)Nc1ccccc1N1CCN(C(=O)c2ccccc2)CC1)c1cccs1,1.9,0.2,16,-4,-6,3,-3,12,-1
Cc1cc(=O)oc2cc(OCc3ccc(C(=O)N4CCN(c5ccccc5)CC4)cc3)ccc12,2.0,5.0,-15,11,24,-1,8,46,0
O=C(N/N=C/c1c[nH]c2c1ccc1ccccc12)c1ccc([N+](=O)[O-])cc1,2.8,0.0,13,7,-5,-2,8,27,-1
Cc1cc(C)cc(OCC(=O)Nc2ccc(N3CCN(S(C)(=O)=O)CC3)cc2)c1,0.2,-0.1,10,3,1,-7,19,19,2
CCc1c(C)sc(NC(=O)/C=C/c2ccc3c(c2)OCO3)c1C(=O)OC,-1.6,-0.1,13,-1,-11,0,8,15,4
Cc1ccc(C(=O)Nc2ccc([N+](=O)[O-])cn2)o1,2.4,-0.1,-5,0,2,-3,49,-3,0
Cc1ccc(-n2nc(C(=O)NCc3ccco3)c3c4ccccc4n(C)c3c2=O)cc1,2.6,0.1,7,1,-15,2,-14,47*,-2
Cc1ccc(S(=O)(=O)N(CC(=O)NCCSc2ccccn2)c2cc(C)cc(C)c2)cc1,0.8,-0.1,-2,4,0,2,-27,13,5
CSc1ncccc1C(=O)Nc1ccc(S(=O)(=O)Nc2nccs2)cc1,1.4,-0.2,7,-2,2,3,1,-8,-4
COc1ccc(CNC(=O)CSCc2cccc(Cl)c2)cc1,0.6,0.1,-12,-6,-2,-5,4,-4,6
C[C@]1(C(=O)NCc2cc(F)cc(C(F)(F)F)c2)C=C[C@@H](Cc2ccccc2)N1C(=O)c1ccccc1,4.2,·,6,1,-3,-1,2,10,1
COc1ccc(NC(=O)Cn2c(C)csc2=O)c(OC)c1,-1.6,-0.2,14,0,7,·,-4,·,·

Next entries
SMILES,PP5 inh,Efflux pump mplx,PREPL inh,PP1 counter,LYPLA2 inh,TPT1 inh,GASC-1 inh,HCV core dimer,Fh CTSL1 inh
Cc1ccccc1/C=C1\C(=O)Nc2ccc(F)cc21,2.8,-0.1,-7,9,-5,0,-7,2,0
CCN(CC)S(=O)(=O)c1ccc(=O)n(CC(=O)N2CCCc3cc(C)ccc32)c1,-0.7,0.4,10,1,4,·,-5,·,·
O=C(Nc1nnc(-c2ccco2)s1)c1ccccc1,2.9,-0.1,-7,-2,-2,3,2,5,3
OC1CCCN(Cc2ccc3c(c2)Cc2ccccc2-3)C1 (stereo not given),0.5,-0.1,22,-4,-2,-2,4,-5,-4
CCc1ccc(/C=C\C(=O)N2CCc3ccccc3C2)cc1,4.6,0.0,-35,3,7,-2,-10,7,-2
CC(=O)Nc1ccc(O)c(-c2nc3ccccc3s2)c1,4.1,-0.1,2,4,3,-1,3,-10,-4
CC(C)Oc1cccc(C(=O)NC(=S)Nc2ccc3c4c(cccc24)CC3)c1,1.1,0.2,14,-1,-1,-10,-8,3,4
C=CCOc1cccc(CNc2cccc(C(=O)O)c2)c1,-1.8,0.0,4,-3,1,1,0,3,5
Cc1nn2c(N3CCN(C)CC3)c3c(nc2c1-c1ccccc1)CCCC3,4.5,-0.3,8,4,-3,-3,-2,-14,0
O=C(NCCc1cccs1)C1CC(c2cccc([N+](=O)[O-])c2)=NO1 (stereo not given),1.2,-0.1,-6,3,2,1,6,-3,-3
N#Cc1sc2nc(N3CCCCC3)c3c(c2c1N)CCCC3,5.2,0.0,19,1,2,-5,-19,7,6
O=C(Cn1ncc2c3ccccc3n(Cc3cccc(Cl)c3)c2c1=O)NCc1ccccn1,-0.7,0.2,-32,10,-7,69*,-5,20,0
O=C(COc1ccc(Cl)cc1)Nc1cnn(Cc2c(Cl)cccc2Cl)c1,3.0,0.1,-4,-1,-1,-5,0,-1,0
Cc1ccc(SCc2nnc(N)s2)cc1,1.0,-0.1,-3,-3,9,1,3,-2,2
CCOC(=O)C[C@H]1c2ccc(C(F)(F)F)cc2S(=O)(=O)N1c1cccc(OC)c1,3.3,0.1,-8,3,-2,-1,-4,9,-1
CC(C)(CC(=O)O)CC(=O)N1CCCN(c2nc3ccc(Cl)cc3s2)CC1,-0.7,0.3,-5,0,-1,-6,2,-2,-1
O=C(CSc1ccc2nnc(-c3ccncc3)n2n1)NCC1CCCO1 (stereo not given),3.9,0.2,-6,-3,-1,-2,-1,-48,1
COc1ccc(C(=O)CC(=O)C(=O)Nc2ccc(C)c(C)c2)cc1,5.0,0.3,-10,-2,-2,-7,4,3,4
COCCN(C(=O)c1snc(C(N)=O)c1N)C(C(=O)NC1CCCCC1)c1ccc(OC)c(OC)c1 (stereo not given),-0.7,-0.1,2,-6,4,-1,5,-6,9
COc1ccc(Nc2nc(C)cc(C)c2C#N)c(OC)c1,-1.6,-0.2,0,-4,-8,0,18,7,-5

Random excerpt: two records from the list
SMILES,PP5 inh,Efflux pump mplx,PREPL inh,PP1 counter,LYPLA2 inh,TPT1 inh,GASC-1 inh,HCV core dimer,Fh CTSL1 inh
Cc1ccc(C(=O)Nc2ccc([N+](=O)[O-])cn2)o1,2.4,-0.1,-5,0,2,-3,49,-3,0
Cc1cc(=O)oc2cc(OCc3ccc(C(=O)N4CCN(c5ccccc5)CC4)cc3)ccc12,2.0,5.0,-15,11,24,-1,8,46,0

Remaining list, next part:
SMILES,PP5 inh,Efflux pump mplx,PREPL inh,PP1 counter,LYPLA2 inh,TPT1 inh,GASC-1 inh,HCV core dimer,Fh CTSL1 inh
CC(=O)Nc1ccc2nc(NC(=O)COc3ccc(C)cc3)sc2c1,1.9,-0.2,5,0,-8,0,-7,2,4
COc1ccc(Cl)cc1NC(=O)C1Cc2cc(S(=O)(=O)N3CCCC3)ccc2N1C(C)=O (stereo not given),0.2,-0.2,-6,3,-3,1,-5,7,-2
CCCCn1c(SCC(=O)Nc2oc(C)c3c(C)n[nH]c(=O)c23)nc2cc(S(N)(=O)=O)ccc21,1.0,-0.1,5,2,3,-2,-13,1,-1
CCC(C)Nc1cc(C)nc2ncnn12 (stereo not given),1.5,-0.1,-6,8,-1,1,-5,1,-4
Cc1ccc(N(CC(=O)NC(C)(C)C)C(=O)CNC(=O)c2cccs2)cc1C,-2.1,0.1,2,-7,2,0,-9,0,-2
CC(C)(C)NC(=O)NC(=O)COC(=O)c1ccc2c(c1)S(=O)(=O)N=C1CCCCCN12,3.7,0.3,0,-3,-2,0,-3,-3,-4
Cc1ccn2cc(-c3cccc(NC(=O)C(C)C)c3)nc2c1,3.5,-0.1,-4,0,12,-3,-4,-6,-1
COc1cc(C(C(=O)NC2CCCC2)N(C(=O)c2snc(C(N)=O)c2N)C2CCCC2)cc(OC)c1OC (stereo not given),-3.4,-0.2,-1,-6,4,3,24,-3,-1
COc1ccccc1CN1C(=O)[C@@H]2C(CCC(N)=O)NC3(C(=O)Nc4c3ccc(Cl)c4C)[C@@H]2C1=O (stereo not given in full),0.5,0.0,-3,2,8,-1,4&3,19,-4
Cc1ccc(C(C)(C)C)c(SCC(=O)Nc2nnc(C)s2)c1,1.2,-0.2,1,1,2,-3,27,3,3
COc1cc(/C=N/N(C)c2ccccc2)cc(Cl)c1O,3.8,-0.1,19,3,-3,1,-4,-35,4
COC(=O)c1c(C)[nH]c(C(=O)/C=C/c2ccccc2)c1C,-1.7,1.2,4,2,2,0,2,10,1
CC1(C)CC(=O)C=C(NCCN2CCN(C(=O)Nc3ccc(Cl)c(Cl)c3)CC2)C1,0.3,0.3,27,-1,12,-5,0,1,-2
CCn1cc(CNC(=O)c2cc(COc3ccc(F)cc3F)on2)cn1,0.5,0.6,4,-4,2,0,-8,-2,4
S=C(NCc1ccccc1)Nc1ccncc1,-2.0,-0.1,0,0,0,-2,-19,8,0

6 entries already listed, sorted by their value in PP5 inh, largest number first:
molecule,PP5 inh,Efflux pump mplx,PREPL inh,TPT1 inh,GASC-1 inh,HCV core dimer
COc1cc(/C=N/N(C)c2ccccc2)cc(Cl)c1O,3.8,-0.1,19,1,-4,-35
CC(=O)Nc1ccc2nc(NC(=O)COc3ccc(C)cc3)sc2c1,1.9,-0.2,5,0,-7,2
CCC(C)Nc1cc(C)nc2ncnn12 (stereo not given),1.5,-0.1,-6,1,-5,1
CCn1cc(CNC(=O)c2cc(COc3ccc(F)cc3F)on2)cn1,0.5,0.6,4,0,-8,-2
S=C(NCc1ccccc1)Nc1ccncc1,-2.0,-0.1,0,-2,-19,8
Cc1ccc(N(CC(=O)NC(C)(C)C)C(=O)CNC(=O)c2cccs2)cc1C,-2.1,0.1,2,0,-9,0
